LNCaP diff act: LNCaP prostate cell differentiation activation; flow cytometry side scatter, 4 d; side scatter shift, % at 10 µM; 24,000 tested, 0.56% active;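 active = side scatter shift above 30%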;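 also: androgen-responsive LNCaP prostate cancer cells in charcoal-stripped serum medium; percent of cells past a gate set so DMSO wells show 10% shift; higher shift means more granular cells and more differentiation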
VLA-4 allo ag: allosterically activates the human VLA-4 integrin | AID 528 | 24,000 tested, under 10 active | activation, % at 10 µM (by protocol) | Jurkat cells, LDV-FITC binding, flow cytometry | P13612;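 active = fluorescent ligand binding to cells raised by more than 40% of the manganese-induced maximum; inconclusive = compound's own fluorescence above 85% of the ligand control signal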;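 also: 0% = ligand binding without compound and 100% = manganese-stimulated maximal binding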
Target sequence (P13612 whole entry, looked up): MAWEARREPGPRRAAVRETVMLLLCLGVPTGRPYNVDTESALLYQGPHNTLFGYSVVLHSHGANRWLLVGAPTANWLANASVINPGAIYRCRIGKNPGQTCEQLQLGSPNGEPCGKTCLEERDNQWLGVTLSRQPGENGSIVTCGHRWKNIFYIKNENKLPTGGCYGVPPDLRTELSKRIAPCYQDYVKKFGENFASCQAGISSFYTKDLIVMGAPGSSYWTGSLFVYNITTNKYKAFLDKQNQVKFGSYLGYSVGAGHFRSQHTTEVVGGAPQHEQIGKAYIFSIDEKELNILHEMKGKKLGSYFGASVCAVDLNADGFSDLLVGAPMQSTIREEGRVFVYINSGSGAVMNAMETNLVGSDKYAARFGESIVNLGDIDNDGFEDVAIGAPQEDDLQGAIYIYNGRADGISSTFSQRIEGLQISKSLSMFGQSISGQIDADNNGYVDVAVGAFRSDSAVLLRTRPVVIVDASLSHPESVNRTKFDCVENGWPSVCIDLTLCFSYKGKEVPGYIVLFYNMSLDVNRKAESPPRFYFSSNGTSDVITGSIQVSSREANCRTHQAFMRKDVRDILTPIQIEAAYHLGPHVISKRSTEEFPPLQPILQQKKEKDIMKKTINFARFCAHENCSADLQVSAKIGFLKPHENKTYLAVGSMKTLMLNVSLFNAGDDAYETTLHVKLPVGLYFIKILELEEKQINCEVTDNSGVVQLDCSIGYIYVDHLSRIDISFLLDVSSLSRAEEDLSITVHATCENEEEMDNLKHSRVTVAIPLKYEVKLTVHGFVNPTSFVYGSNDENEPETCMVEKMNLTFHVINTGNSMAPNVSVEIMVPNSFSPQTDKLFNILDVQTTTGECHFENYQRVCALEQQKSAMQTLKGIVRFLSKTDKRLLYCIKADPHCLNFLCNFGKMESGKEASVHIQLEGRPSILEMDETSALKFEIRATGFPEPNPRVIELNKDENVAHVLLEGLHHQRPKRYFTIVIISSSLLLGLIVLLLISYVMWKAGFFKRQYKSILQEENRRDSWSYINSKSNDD
Jurkat autofluor: autofluorescence counter-screen for VLA-4 integrin assays; Jurkat cells, compound autofluorescence, flow cytometry; stronger effect = higher value; 1 = vehicle-only cell background; fluorescence ratio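 (tested at 10 µM compound in the well)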; 24,000 tested, 0.61% active;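 active = fluorescence ratio above 2.44, which is 1 plus 3 SD of all ratios; inconclusive = signal too bright to measure linearly, ratio around 10 or more; inactive = fluorescence ratio below 2.44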;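 also: green fluorescence of cells measured with 488 nm excitation and 530 nm emission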
VLA-4 antagonist: blocks LDV-FITC ligand binding to Mn2+-activated human VLA-4 integrin. AID 529. Jurkat cells, LDV-FITC binding with Mn2+, flow cytometry; 100% = Mn2+-driven binding gain fully reversed. 24,000 tested, 0.2% active. inhibition, % at 10 µM (by protocol);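 active = inhibition above 50%; inconclusive = compound itself fluorescent, judged against control cell fluorescence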;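 also: 0% = Mn2+ stimulated cells lacking compound and 100% = ligand binding without Mn2+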
* marks the source's active call; other numbers are inactive results; ? = inconclusive. A portion of the library; the hit share may differ from the screen's.

SMILES	LNCaP diff act	VLA-4 allo ag	Jurkat autofluor	VLA-4 antagonist
S=c1[nH]c2ccc(Cl)cc2[nH]1	11	0	1.1	-27
CCSc1nc2c(c(=O)n1CC)SC(C)C2 (configuration not stated)	6	3	1	-18
CCC(=O)N(c1ccc(F)cc1)C1C=CS(=O)(=O)C1 (configuration not stated)	6	?	1.3	?
Cc1nc(CSc2nnc3scc(-c4ccccc4)n23)cs1	15	-3	0.98	10
COc1ccc(CNC(=O)c2ccc(NS(=O)(=O)c3c(C)noc3C)cc2)cc1	15	1	1.1	-17
CCOC(=O)N1CCC(NS(=O)(=O)c2ccc3c(c2)OCC(=O)N3)CC1	2	-6	1.1	4
CC1CN(S(=O)(=O)c2ccc(Cl)c(C(F)(F)F)c2)CC(C)O1 (configuration not stated)	8	4	0.97	-8
Cc1cc(NC(=O)CCN2C(=O)c3ccccc3C2=O)no1	2	16	0.76	-10
Cc1nc2ncnn2c(C)c1CCC(=O)Nc1ccc(S(=O)(=O)N2CCCCCC2)cc1	1	-11	1.1	9
COc1ccc(CCNS(=O)(=O)c2ccc3c(c2)oc(=O)n3C)cc1OC	9	-2	0.76	-8
CCOC(=O)c1c(NC(=O)c2ccoc2C)sc2c1CCC2	11	-6	1.1	-20
CCOCCCNC(=O)C1CCN(S(=O)(=O)CC)CC1	3	0	0.99	-15
CS(=O)(=O)Nc1ccc([N+](=O)[O-])cc1Oc1ccccc1	5	-3	0.98	-11
COc1ccc(C2C3=C(CC(C)(C)CC3=O)N(CCN3CCOCC3)C3=C2C(=O)CC(C)(C)C3)cc1	5	?	1.1	?
COc1ccc(C2CC(c3cccc(OC)c3)n3nc(N)nc3N2)cc1 (configuration not stated)	12	-1	1	1
Cn1c(=O)c2c(nc(NC3CCCCC3)n2CC(=O)C23CC4CC(CC(C4)C2)C3)n(C)c1=O	6	?	1.1	?
Cc1ccc(C(=O)OCC(=O)c2ccc(Cl)s2)s1	1	0	1	-14
COc1ccccc1-n1nnnc1SCc1ccccc1	14	-8	0.95	8
Cc1ccc(N2Cc3ccccc3OC(C)C2=O)cc1 (configuration not stated)	14	-4	1.1	-4
Cc1ccc(-c2noc(CN3CCN(c4ccccc4F)CC3)n2)cc1	5	4	1	-12
O=C(c1ccc2c(c1)OCCO2)C1CCN(C(=O)c2ccc(F)cc2)CC1	5	?	1.1	?
COCc1cc(C)nc(SCC(=O)Nc2cc3c(cc2C#N)OCO3)c1C#N	2	-4	1.1	3
CC1CCc2nn(CC(=O)NC3CCCC3)cc2C1 (configuration not stated)	3	-3	1.1	-12
O=C(CSc1nnc(CNC(=O)c2cccs2)o1)Nc1ccc2c(c1)OCO2	3	3	0.99	-5
COc1cc(OC)cc(OCC(O)Cn2cnc3cc(C)c(C)cc32)c1 (configuration not stated)	15	-6	1	9

(more compounds)
SMILES	LNCaP diff act	VLA-4 allo ag	Jurkat autofluor	VLA-4 antagonist
CCOc1ccc(S(=O)(=O)Nc2ccccc2SC)c2cccnc12	1	6	0.88	-2
CCOC(=O)C1CCCN(CCCc2ccccc2)C1 (configuration not stated)	8	9	1.1	-13
CCOc1ccc(-c2noc(CCC(=O)O)n2)cc1	11	3	1.1	0
O=C(C1CCCCC1)N1CCN=C1SCc1cccnc1	9	3	0.97	6
Nc1cccc(-n2nncc2-c2ccccc2)c1	12	-17	0.89	7
COc1ccccc1S(=O)Cc1ccc(C(=O)O)o1 (configuration not stated)	5	12	0.92	-7
Nc1nc(CSc2nnc(-c3cccc(F)c3)n2-c2ccccc2)nc(N2CCOCC2)n1	19	1	1.1	-26
FC(F)(F)c1cc(-c2ccco2)nc(-n2cnc3ccccc32)n1	23	2	1.1	11
COCCNC(=O)c1ccc(CS(=O)(=O)c2ccc(Cl)cc2)o1	4	4	1	3
CCOC(=O)Cc1nnc(NC(=O)C(CC)Sc2nc(C)cc(=O)[nH]2)s1 (configuration not stated)	10	14	0.86	-11
O=C(CSc1nc2c(c(=O)n1-c1ccc(Cl)cc1)SCC2)NCc1ccco1	1	1	1.1	-19
O=C1CSC(c2ccccc2)N1CC12CC3CC(CC(O)(C3)C1)C2 (configuration not stated)	14	6	0.97	9
CCC1CCCCN1C(=O)CSc1nnc(-c2ccc(Cl)cc2)o1 (configuration not stated)	10	0	1.1	10
Cc1c2c(nc3c(C(=O)NC4CCCCC4C)cnn13)CCCC2 (configuration not stated)	12	?	1.3	?
CCC(C)NC(=O)c1cc(-c2ccc(OC)cc2)on1 (configuration not stated)	8	1	1	-16
Clc1ccc2c(c1)C(N1CCNCC1)=Nc1ccccc1O2	15	8	0.99	-10
Cc1nc(NCc2ccco2)c2oc3ccccc3c2n1	7	-14	1.2	8
O=C1CCC(=O)N1OCCCCOc1ccccc1	11	4	0.98	-15
Cc1cc(=O)[nH]c2c1cnn2Cc1ccccc1	22	6	1.1	-31
CCOC(=O)N1CCC(N2C(=O)c3ccccc3C2Nc2cc(Cl)c(OC)cc2OC)CC1 (configuration not stated)	7	-3	1.1	0
CC(=O)c1cccc(NC(=O)c2cc(C(C)C)on2)c1	6	3	1.1	-3
CCCCC(NC(C)=O)c1nc2ccccc2n1CCC (configuration not stated)	8	0	0.99	-24
Cc1cc(C)nc(NC(=O)c2c(-c3c(Cl)cccc3Cl)noc2C)n1	3	1	1.1	-14
CN(C)C(=O)N1CCC(C(=O)NCc2ccc(F)cc2)CC1	11	3	1	10
CN(C(=O)c1ccc2c(c1)OCO2)C1(C(=O)NC2CCCC2)CCCCC1	3	3	1	-6

Exported bar-delimited: part of the list above
SMILES | LNCaP diff act | VLA-4 allo ag | Jurkat autofluor | VLA-4 antagonist
Nc1nc(CSc2nnc(-c3cccc(F)c3)n2-c2ccccc2)nc(N2CCOCC2)n1 | 19 | 1 | 1.1 | -26
O=C(C1CCCCC1)N1CCN=C1SCc1cccnc1 | 9 | 3 | 0.97 | 6
Clc1ccc2c(c1)C(N1CCNCC1)=Nc1ccccc1O2 | 15 | 8 | 0.99 | -10
CCOC(=O)Cc1nnc(NC(=O)C(CC)Sc2nc(C)cc(=O)[nH]2)s1 (configuration not stated) | 10 | 14 | 0.86 | -11
CCOC(=O)N1CCC(N2C(=O)c3ccccc3C2Nc2cc(Cl)c(OC)cc2OC)CC1 (configuration not stated) | 7 | -3 | 1.1 | 0

New compounds follow
SMILES	LNCaP diff act	VLA-4 allo ag	Jurkat autofluor	VLA-4 antagonist
Cc1nc2nc(C)c(CCC(=O)Nc3ccc4c(c3)OCO4)c(C)n2n1	7	-1	1	-3
COc1ccccc1N(CC(=O)NC1CCCC1)C(=O)c1csnn1	8	2	1	-4
CC1CCN(C(=O)CSc2nnc(Cn3c(=O)sc4ccccc43)n2C)CC1	5	3	1.1	17
Cc1cc(NC(=O)c2cc(-c3cccc(Cl)c3)on2)no1	4	1	1.1	-7
CCOC(=O)c1ccc(NC(=O)CSC2=NC(=O)C(CC)C(=O)N2)cc1 (configuration not stated)	7	6	1.1	-21
O=c1oc2ccccc2c(O)c1CN1CCCCC1	4	-4	1	-4
Cn1c(C(=O)NCC2CCCO2)cc2c(=O)n(C)c3ccccc3c21 (configuration not stated)	10	5	1	0
CC1CCN(S(=O)(=O)c2ccc3c(c2)c(=O)c(C(=O)NC2CCCC2)cn3C)CC1	8	-3	0.98	-3
O=C(Cn1nc(Cc2cccnc2)c2ccccc2c1=O)NCC1CCCO1 (configuration not stated)	4	2	1	-1
CCOC(=O)CCCCC(=O)c1[nH]c(=O)[nH]c1Cn1ccnc1	10	6	0.94	-34
Cc1ccc(S(=O)(=O)Cc2ccc(C(=O)N3CCCC3)o2)cc1	1	-3	1.1	3
COc1cccc(C(=O)NC2=NCCS2)c1	20	-7	0.96	1
COc1ccc(CCN2CC(O)=C(c3nc4ccccc4c(=O)[nH]3)C2=N)cc1OC	1	-4	1.1	-12
CCS(=O)(=O)N1CCCC(C(=O)NCCCN2CCCC2=O)C1 (configuration not stated)	8	6	1	-12
COC(=O)CCC(=O)Nc1cccc(Br)c1	4	-1	0.99	-4
COc1ccccc1N1CCN(C(=O)c2ccc(S(=O)(=O)N3CCCCCC3)cc2)CC1	3	-12	1.2	5
CCOc1ccccc1C1C(C#N)=C(N)Nc2onc(-c3ccccc3)c21 (configuration not stated)	3	-8	1.1	51*
O=C(NCCCN1CCc2ccccc2C1)C1CCN(c2nnc(-n3cccc3)s2)CC1	11	-7	1.1	-7
CCc1nn(C(C)C(=O)Nc2cccc(C)c2C)c(=O)c2cc3occc3n12 (configuration not stated)	24	9	1.1	2
CCc1ccc(C2CC(c3ccccc3C)n3nc(N)nc3N2)cc1 (configuration not stated)	4	4	0.96	-13
Cn1c(=O)c2cc(S(=O)(=O)NC(C(=O)N3CCCCCC3)c3ccccc3)ccc2n(C)c1=O (configuration not stated)	14	2	1	-12
O=CNCC(=O)NC1CCCCCC1	17	10	0.88	-25
COc1ccccc1NC(=O)Cn1cnc2c(cnn2-c2ccc(C)c(C)c2)c1=O	17	-2	1	6
O=C(NCc1ccccc1)C1CCCN1S(=O)(=O)c1cccc2cccnc12 (configuration not stated)	3	-1	1.1	-6
CCOC(=O)CN1C2=NCCN2c2ccccc21	22	2	1	-4

Whole records as entered above. Screens in order: LNCaP diff act, VLA-4 allo ag, Jurkat autofluor, VLA-4 antagonist
Cn1c(=O)c2cc(S(=O)(=O)NC(C(=O)N3CCCCCC3)c3ccccc3)ccc2n(C)c1=O (configuration not stated) across the screens: 14, 2, 1, -12
O=C(NCc1ccccc1)C1CCCN1S(=O)(=O)c1cccc2cccnc12 (configuration not stated) across the screens: 3, -1, 1.1, -6
CCS(=O)(=O)N1CCCC(C(=O)NCCCN2CCCC2=O)C1 (configuration not stated) across the screens: 8, 6, 1, -12

More structures follow:
SMILES	LNCaP diff act	VLA-4 allo ag	Jurkat autofluor	VLA-4 antagonist
Cc1cc(S(=O)(=O)N2CCN(Cc3ccccc3)CC2)c(C)s1	15	-3	1	-11
COc1ccc(-n2nnnc2S(=O)(=O)CC(=O)N2CCCCC2)cc1	12	0	1.1	3
COc1ccc(C2C(C#N)=C(N)Oc3n[nH]c(-c4ccccn4)c32)c(OC)c1OC (configuration not stated)	8	-12	1.1	9
CCSc1nnc(N2C(=O)CC(c3ccsc3)C3=C2CC(C)(C)CC3=O)s1 (configuration not stated)	4	-3	0.98	10
CC(=O)CCc1ccc(OCCCCn2cncn2)cc1	14	6	1	-11
Cn1cc(/C=N/n2cnc3sc4c(c3c2=O)CCCC4)c2ccccc21	2	7	1	-25
CCCCCOC(=O)C1C2C=CC3(CN(c4ccccc4C)C(=O)C13)O2 (configuration not stated)	6	-1	1.1	-2
CCN1CCN(C(c2cccs2)C(C)NC(=O)c2ccccc2F)CC1 (configuration not stated)	6	9	0.99	11
O=c1nc2c(-c3ccccc3F)n[nH]n2c2ccccc12	6	?	1.2	?
COc1ccccc1C(=O)Nc1c2c(nn1-c1cccc(C)c1C)CS(=O)C2 (configuration not stated)	14	?	1.1	?
COCCNC(=O)CNS(=O)(=O)c1ccc2nc(C)sc2c1	14	5	1.1	8
Cc1cc(=O)n2[nH]c(COc3ccccc3)nc2n1	6	-12	1.1	20
O=C(CCCCCn1c(SCC(=O)c2ccccc2)nc2ccccc2c1=O)NCc1ccco1	8	?	1.1	?
O=c1oc2ccccc2c(O)c1C=NCc1ccccn1	3	?	1	?
COc1ccc2nc(NC(=O)CCNS(=O)(=O)c3ccc4c(c3)oc(=O)n4C)sc2c1	5	-3	1.1	12
CCOC(=O)Cn1c(=N)n(Cc2ccccc2)c2ccccc21	6	?	1.2	?
Cc1cc(OCC(=O)Nc2cc(-c3nn4c(C)nnc4s3)ccc2C)ccc1Cl	4	?	1.2	?
Cc1cccc(C(=O)N2CCC(n3nnc4cc(F)ccc43)CC2)c1	8	0	1	-16
O=C(C1CCN(S(=O)(=O)c2cccc3cccnc23)CC1)N1CCCC1	10	6	1	-6
CCCCCn1c(=O)[nH]c2cc(C(=O)NCCN(CC)CC)ccc2c1=O	3	2	1.1	-5
O=C(Cn1cc2c(n1)CCCCC2)NCc1ccccn1	8	8	0.88	5
O=C1c2ccccc2C(=O)N1CCC(=O)N1CCc2ccccc21	3	-3	0.99	-20
CCOC(=O)N1CCC(NC(=O)c2cc3c(-c4cccc(OC)c4)nn(C)c3s2)CC1	10	1	1.1	33
Cc1nc2ccc(F)cc2cc1C(=O)NCC1CCCO1 (configuration not stated)	8	?	3.4*	?
CCOc1ccc(CNC(=O)C2CC(=O)N(C3CCCC3)C2)cc1OC (configuration not stated)	7	-1	0.92	28

The results go on:
SMILES	LNCaP diff act	VLA-4 allo ag	Jurkat autofluor	VLA-4 antagonist
Cc1onc(-c2c(F)cccc2Cl)c1C(=O)Nc1nc2c(s1)CCCC2	12	-4	1.1	-10
Nc1c(C(=O)NCCc2ccccc2)nnn1Cc1ccccc1	6	-2	1.1	-5
O=C(CSc1nnc(C2CC2)n1Cc1ccccc1)c1ccc(S(=O)(=O)N2CCOCC2)cc1	4	-12	0.95	-12
C=C1N(CCCCCC(=O)O)C(=O)OC12CCCCC2	7	1	0.98	-7
O=C(NC1CCCC1)c1ccc2nc(-c3ccco3)c(-c3ccco3)nc2c1	10	-12	1.3	20
C[C@H]1C[C@@H]2[C@H]([C@@H](O)C[C@@]3(C)[C@H]2CC[C@]3(O)C(=O)CO)[C@@]2(C)C=CC(=O)C=C12	7	1	1	-19

Screening data: PubChem BioAssay, NMMLSC
